# Screening results from PubChem BioAssay.
# PLCb3 inh – blocks human PLC-beta3 enzyme activity. Q01970. Purified PLC-beta3, fluorogenic substrate, fluorescence. inhibition, % at 12.2 µM. 0.18% of 370,000 active. AID 720704; in the data active means inhibition above about 11%;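 further: 0% = median of compound wells on plate and 100% = full blocker control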
# Target sequence (Q01970 whole entry, looked up): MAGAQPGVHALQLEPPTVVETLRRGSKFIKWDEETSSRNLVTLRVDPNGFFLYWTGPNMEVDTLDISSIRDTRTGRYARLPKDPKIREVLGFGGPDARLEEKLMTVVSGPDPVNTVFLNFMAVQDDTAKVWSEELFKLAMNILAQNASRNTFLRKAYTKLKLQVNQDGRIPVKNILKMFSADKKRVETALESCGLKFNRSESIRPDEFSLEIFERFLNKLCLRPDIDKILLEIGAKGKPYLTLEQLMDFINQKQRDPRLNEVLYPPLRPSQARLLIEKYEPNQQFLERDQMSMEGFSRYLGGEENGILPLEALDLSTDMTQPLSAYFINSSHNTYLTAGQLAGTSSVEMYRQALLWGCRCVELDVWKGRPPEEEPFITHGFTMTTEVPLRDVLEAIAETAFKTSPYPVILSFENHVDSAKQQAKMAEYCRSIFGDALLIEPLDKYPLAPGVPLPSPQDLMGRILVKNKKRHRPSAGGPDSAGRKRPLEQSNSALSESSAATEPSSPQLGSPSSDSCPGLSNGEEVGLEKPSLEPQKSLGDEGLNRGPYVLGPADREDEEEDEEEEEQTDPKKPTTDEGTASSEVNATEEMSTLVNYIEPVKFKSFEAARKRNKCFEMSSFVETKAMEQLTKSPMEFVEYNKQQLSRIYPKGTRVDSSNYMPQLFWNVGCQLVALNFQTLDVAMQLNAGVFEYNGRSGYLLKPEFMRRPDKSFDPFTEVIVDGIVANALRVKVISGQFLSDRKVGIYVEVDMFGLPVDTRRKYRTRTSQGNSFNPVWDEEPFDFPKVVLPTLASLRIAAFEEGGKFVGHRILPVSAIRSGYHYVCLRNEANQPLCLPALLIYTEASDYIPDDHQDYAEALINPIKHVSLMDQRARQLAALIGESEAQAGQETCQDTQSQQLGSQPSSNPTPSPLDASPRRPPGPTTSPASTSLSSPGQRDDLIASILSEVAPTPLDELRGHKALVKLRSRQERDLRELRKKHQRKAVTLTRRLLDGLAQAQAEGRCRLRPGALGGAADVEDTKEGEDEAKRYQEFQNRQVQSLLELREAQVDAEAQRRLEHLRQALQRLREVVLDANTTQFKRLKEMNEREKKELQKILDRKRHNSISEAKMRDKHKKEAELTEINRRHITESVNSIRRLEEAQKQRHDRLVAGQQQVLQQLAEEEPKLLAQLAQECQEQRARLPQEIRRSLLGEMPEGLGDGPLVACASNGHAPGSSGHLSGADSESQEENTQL
# PLCg1 inh – blocks human PLC-gamma1 enzyme activity; inhibition, % at 12.2 µM; purified PLC-gamma1, fluorogenic substrate, fluorescence; AID 720700; 0.84% of 370,000 active; in the data active means inhibition above about 9.5%
# ASAP1 inh – ASAP1 ArfGAP inhibition; Q9ULH1; ASAP1-stimulated ARF1 GTP hydrolysis, GDP FP detection; inhibition, % at 16.5 µM; 0.19% of 360,000 active; AID 624377; in the data active means inhibition above about 25%;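 further: 0% = vehicle with enzyme and substrate and 100% = no enzyme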
# UHRF1 MBD2 ctr – blocks human UHRF1 binding to methylated DNA. Q96T88. UHRF1 binding to methylated oligo, TR-FRET. inhibition, % at 4.4 µM. 0.75% of 370,000 active; in the data active means inhibition above about 21%;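 further: UHRF1 SRA domain binding a hemimethylated CpG hairpin DNA probe; 0% = median of test compound wells and 100% = reference inhibitor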
# MBD2 inh – blocks human MBD2 binding to methylated DNA | 0.31% of 370,000 active | TR-FRET, MBD2 binding to methylated oligonucleotide | Q9UBB5 | inhibition, % at 4.4 µM; in the data active means inhibition above about 13%
# ADAM17 inh – ADAM17 inhibition, QFRET primary screen. recombinant ADAM17, EDANS/DABCYL FRET peptide cleavage. inhibition, % at 6.95 µM. 0.83% of 370,000 active. AID 720648;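 active means inhibition above the mean of compounds lying between control limits plus 3 SD, set per campaign, cut at about 8.5% in these data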;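 further: 0% = DMSO-only wells as the low control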
# ARFGAP1 inh – rat ARFGAP1 inhibition | AID 651572 | 0.26% of 360,000 active | Arfgap1-stimulated ARF1 GTP hydrolysis, GDP FP detection | inhibition, % at 16.5 µM | Q62848;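 active means inhibition above a per-plate limit, mean inhibition of low control wells plus 3 SD, cut at about 25% in these data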;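 further: 0% = DMSO wells with enzyme and 100% = wells lacking Arfgap1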
#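 Assay system: Rat Arfgap1 GAP domain (His6, aa 1-136), purified enzyme | Buffer or medium: HEPES 25 mM pH 7.5, NaCl 150 mM, MgCl2, DTT | Schedule: GTP hydrolysis reaction 2 h at 25 °C | Signal: FP of antibody-bound GDP Alexa 633 tracer, ex 620/em 688 nm | Measure: Percent inhibition of Arfgap1-stimulated GTP hydrolysis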
# DDE Tn6 FP inh – inhibitors of Tn6 peptide binding to human fibrin DD(E). inhibition, % at 8.3 µM. Fibrin DD(E) TRITC-Tn6 fluorescence polarization displacement. P02675. 0.21% of 370,000 active;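 active means inhibition above a per-campaign cutoff: mean of compounds within control limits plus 3 SD, cut at about 15% in these data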;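 further: 0% = median of all compound wells on the plate and 100% = blocking peptide control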
# KLK7 zymogen act – activators of human kallikrein-7 zymogen; activation, % at 7 µM; 0.9% of 370,000 active; purified proKLK7, EDANS-DABCYL substrate fluorescence; 100% is mature enzyme control, 0% vehicle;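 active means activation above the mean of all tested compounds plus 3 SD, computed per campaign excluding outliers beyond control limits, cut at about 13% in these data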
# Tn7 DDE FP – inhibitors of Tn7 peptide binding to human fibrin DD(E); 0.13% of 370,000 active; AID 720508; FP displacement of FITC-Tn7 peptide from fibrin DD(E); 0% = median of compound wells per plate; inhibition, % at 8.3 µM;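 active means inhibition above the mean of compounds falling within the control limits plus 3 SD of them, cut at about 14% in these data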;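 further: 0% = plate median of compound wells and 100% = 10 µM Aha-Tn7 peptide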
#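 system = human fibrin DD(E) protein | quantity = DD(E) 2 µM final | medium = Tris/NaCl/CaCl2 buffer, pH 7.8 | also added = labelled Tn7 tracer, 0.1 µM | compound dosing = single point at 8.3 µM | timing = compound with protein 10 min, then 3 h after probe, room temperature | signal = FP measurement | benchmarks = Aha-Tn7 high control | repeats = one replicate per compound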
# * = called active by the depositor.
SMILES,PLCb3 inh,PLCg1 inh,ASAP1 inh,UHRF1 MBD2 ctr,MBD2 inh,ADAM17 inh,ARFGAP1 inh,DDE Tn6 FP inh,KLK7 zymogen act,Tn7 DDE FP
Cc1ccc(C2=C(CC(=O)O)C(=O)CC2)cc1,0,0,-22,-1,4,-2,4,-6,-0.2,-2
Cc1cc(C(=O)CN2C(=O)NC3(CCCCC3C)C2=O)c(C)n1Cc1cccs1 (stereo unspecified),0,-1,-9,-4,-10,-1,-7,11,0.0,5
O=C(Nc1ccccc1F)c1ccccc1-c1ccccc1,7,-1,-20,1,1,1,-6,1,-0.6,3
COc1coc(C(O)CN)cc1=O (stereo unspecified),-4,-2,-6,5,-4,-1,0,7,-0.2,3
Cc1ccc(OCC(=O)NNC(=O)c2cc3ccccc3o2)cc1C,-4,-2,12,11,8,-7,1,-6,0.0,-1
O=C1c2ccccc2-c2nc3ccccc3nc21,-2,-3,7,-25,-20,-4,6,0,0.8,3
Fc1cccc(/C=N/Nc2nc3ccccc3[nH]2)c1,-60,-40,-10,2,-1,-4,12,-15,-0.1,-2
CC(NC(=O)c1ccc(NS(C)(=O)=O)cc1)c1ccccc1 (stereo unspecified),0,0,4,-1,2,-3,-3,0,0.0,8
CCCC(=O)Nc1cccc(NC(=O)c2ccccc2Br)c1,-1,4,5,1,2,-1,7,0,-0.6,8
C=CCn1c(COC)nnc1SCC(=O)c1ccc(F)cc1,-2,-2,0,4,1,-6,-6,-4,0.0,-3
Cc1ccc(-c2n[nH]c(=O)c3ccccc23)cc1S(=O)(=O)N(C)CCO,4,9,1,4,0,3,-2,2,-0.9,-4
CCOc1ccc(C(=O)NNC(=O)CN2C(=O)C3CC=CCC3C2=O)cc1OC (stereo unspecified),-12,-3,-5,0,-1,-2,0,3,0.4,6
CN(NC(=O)Nc1ccccc1)c1cnn(C)c(=O)c1Cl,0,1,13,-2,2,-3,-6,-5,0.1,-1
Cc1cccc(NC(=O)CN(C2=NC3CS(=O)(=O)CC3S2)c2ccccc2F)c1 (stereo unspecified),4,1,-1,-1,2,-2,-5,-1,0.0,-2
O=C1N/C(=C/c2cccn2-c2ccccc2)C(=O)N1c1cccc(Cl)c1,-60,-58,5,0,4,-4,13,-2,-31,-2
CCC(c1nnc(SCC(=O)NCC2CCCO2)n1Cc1ccccc1)N(C)C (stereo unspecified),3,-2,5,1,-7,-8,7,-4,-1.0,2
NC(N)=N/N=C/c1cccc(Cl)c1Cl,-6,2,-4,-7,-3,-2,-5,-3,0.1,1
NC(=O)c1nsc(C(=O)N(CC(=O)NC2CCCCC2)c2cccc(F)c2)c1N,-43,-28,0,-1,-3,-21,7,6,-1.2,5
COc1ccc(NC(=O)CSc2nnnn2-c2cccc(OC)c2)cc1,1,3,3,5,8,-3,7,-1,0.0,6
CC(Sc1nn(-c2ccccc2)c(=S)s1)C(=O)NCC1CCCO1 (stereo unspecified),-4,1,1,-1,-3,0,2,-15,-0.1,1

# Already shown: entries from further up.
SMILES,PLCb3 inh,PLCg1 inh,ASAP1 inh,UHRF1 MBD2 ctr,MBD2 inh,ADAM17 inh,ARFGAP1 inh,DDE Tn6 FP inh,KLK7 zymogen act,Tn7 DDE FP
NC(N)=N/N=C/c1cccc(Cl)c1Cl,-6,2,-4,-7,-3,-2,-5,-3,0.1,1
NC(=O)c1nsc(C(=O)N(CC(=O)NC2CCCCC2)c2cccc(F)c2)c1N,-43,-28,0,-1,-3,-21,7,6,-1.2,5
COc1ccc(NC(=O)CSc2nnnn2-c2cccc(OC)c2)cc1,1,3,3,5,8,-3,7,-1,0.0,6
CC(Sc1nn(-c2ccccc2)c(=S)s1)C(=O)NCC1CCCO1 (stereo unspecified),-4,1,1,-1,-3,0,2,-15,-0.1,1

# Further entries.
SMILES,PLCb3 inh,PLCg1 inh,ASAP1 inh,UHRF1 MBD2 ctr,MBD2 inh,ADAM17 inh,ARFGAP1 inh,DDE Tn6 FP inh,KLK7 zymogen act,Tn7 DDE FP
CCc1cccc(CC)c1NC(=O)COC(=O)Cc1ccsc1,0,0,4,1,-5,-4,-1,-7,0.2,4
CCOC(=O)c1c(-c2ccc(C)cc2)csc1/N=C/N(C)C,-5,0,12,-1,1,1,3,3,-0.3,4
COC(=O)Cc1ccc(NC(=S)N2CCC(Cc3ccccc3)CC2)cc1,-2,3,-1,-3,-9,2,5,2,-0.3,3
CCc1nnc(NC(=O)CCc2c[nH]c3ccccc23)s1,-10,-5,4,-2,2,-6,0,0,0.7,2
Cc1nc2ccc(NC(=S)NCc3ccccc3)cc2nc1C,-59,-49,-5,-2,-4,-26,10,0,2.6,5
CC(NC(=O)c1ccc(NC2=NC3CS(=O)(=O)CC3S2)cc1)c1ccccc1 (stereo unspecified),-1,-2,14,5,0,-3,-2,1,-0.3,1
Cc1cccc(NC(=O)c2ccc(NC(=O)CC3SC(N4CCCC4)=NC3=O)cc2)n1 (stereo unspecified),-4,-3,-9,0,1,-2,-14,12,-0.2,-4
CCn1ccc(C(=O)N2CCOCC2)n1,-1,3,-4,4,2,1,2,1,0.6,4
Cc1c(OCC(=O)N[C@@H](Cc2c[nH]c3ccccc23)C(=O)O)ccc2c1oc(=O)c1ccccc12,-128,-105,-11,2,-7,-82,-12,3,1.2,6
COC(=O)N(C)C[C@H]1OCc2cnnn2CCCC(=O)N([C@@H](C)CO)C[C@@H]1C,5,1,0,2,-4,3,-1,-2,0.2,-3
CN(CC(=O)NCCC1=CCCCC1)S(=O)(=O)c1ccc2c(c1)c(=O)n(C)c(=O)n2C,-2,1,4,-3,-4,1,13,-3,-0.4,1
Cc1ccc2nc(C3CCCN(C(=S)Nc4cccc(C)c4C)C3)[nH]c2c1 (stereo unspecified),-2,0,5,3,4,-5,19,-7,0.0,3
N#C/C(=C\c1cn(Cc2ccccc2)c2ccccc12)C(=O)NCc1ccco1,-14,-6,-2,0,1,3,4,-3,-16,9
COc1ccc(S(=O)(=O)N(C)C[C@@H]2OCc3cn(nn3)CCCC(=O)N([C@H](C)CO)C[C@H]2C)cc1,1,-1,5,0,-4,-6,5,9,-0.1,7
CCN(CC)S(=O)(=O)c1cc(NC(=O)COC(=O)CCC(=O)c2ccc(F)cc2)ccc1C,4,1,-2,-3,-4,3,-12,-5,0.1,2
O=C(Cc1ccccc1)Nc1c(Cl)ccc2nsnc12,-22,-17,-9,0,-2,-3,10,13,-0.3,-5
O=C(O)c1ccc(-c2nc3scc(-c4ccccc4)c3c(=O)[nH]2)cc1,-18,-10,-1,0,-2,-3,22,2,0.1,-3
C=CCn1c(SCc2ccc(F)cc2)nc2c1c(=O)[nH]c(=O)n2C,0,1,6,-1,-3,-1,-7,4,-0.1,9
COc1ccc(NC(=O)N(C)C[C@@H]2OCc3cnnn3CCCC(=O)N([C@@H](C)CO)C[C@H]2C)c(OC)c1,1,1,-17,0,3,1,-2,2,-0.3,8
CCOC(=O)c1nnn(-c2nonc2N)c1-c1ccccc1,3,1,6,10,2,-6,6,3,0.0,-1
Cc1noc(C)c1C(=O)NC(Cc1c[nH]c2ccccc12)C(=O)O (stereo unspecified),1,0,3,0,7,-5,6,4,-0.2,-2
CC1(C)Cc2c(sc3nc4n(c(=O)c23)CCC4)CO1,1,1,0,-2,3,-2,-9,4,-0.5,5
CC(=O)NC(Cc1ccccc1F)C(=O)NC1CCN(c2ncccc2[N+](=O)[O-])CC1 (stereo unspecified),-4,2,3,1,-5,-7,-1,8,-0.2,1
C=CCNC(=S)NNc1nc2c(c(=O)[nH]1)C1(CCCC1)Cc1ccccc1-2,-22,-16,-2,1,2,-4,-6,-1,-0.4,4
Cc1cc2c3c(c1)C(C)CC(C)(C)N3C(=O)C2=C(C#N)C#N (stereo unspecified),-3,-1,-8,0,0,-1,-6,0,0.8,-2
O=C(O)CCC(=O)Nc1ccc(Br)cc1C(=O)c1ccc(Cl)cc1,-9,0,5,1,6,-5,13,6,-0.5,2
CN(CC(=O)Nc1ccc(Cl)c(C(F)(F)F)c1)S(=O)(=O)c1cnc[nH]1,-4,1,11,1,-2,2,3,4,-0.1,2
Cc1ccc(NC2=C/C(=N/S(=O)(=O)c3cccs3)c3ccccc3C2=O)cc1C,4,5,-6,-3,1,2,1,0,0.5,-1
COc1ccc(-c2onc(C)c2-c2cscn2)c(O)c1,1,3,3,0,4,1,2,-1,-0.3,3
CCOC(=O)C1CCCN(C(=O)c2cnn3c(C(F)(F)F)cc(-c4ccccc4)nc23)C1 (stereo unspecified),-202,-132,16,-3,0,-18,15,0,5.6,1
O=C1NC(=O)/C(=C\c2ccc(Oc3cnccn3)cc2)S1,-2,-5,3,-1,-4,-4,-5,-2,-0.4,1
CCCN(CCC)CCN1C(=O)C2C(C(=O)Nc3cccc(SC)c3)C3C=CC2(O3)C1C(=O)NC1CCCCC1 (stereo unspecified),-5,-2,10,-1,-1,1,-7,1,0.1,-3
CC(C)CN(C(=O)COC(=O)CCCc1nc2ccccc2s1)c1c(N)n(Cc2ccccc2)c(=O)[nH]c1=O,-3,4,-7,-1,1,2,4,0,0.0,-7
COCCN(CCOC)C(=S)Nc1ccccc1Cl,0,0,6,-2,-2,-4,1,5,-0.9,-5
CC1CN(S(=O)(=O)c2cccc(C(=O)OCCOc3ccccc3)c2)CC(C)O1 (stereo unspecified),-5,1,-12,-3,-8,-2,-1,-2,0.0,7
CCOC(=O)CN1CCc2c(C)nc3c(-c4ccc(OC)c(OC)c4)cnn3c21,-26,-11,1,-2,-1,1,10,9,1.9,2
COc1ccc(F)cc1-c1cc(C(=O)NCc2ccccc2)[nH]n1,3,-1,2,3,4,1,-3,-6,0.9,-3
CCCOc1ccc(NC(=O)C(=O)NCCCn2ccnc2)cc1,-2,-1,-2,2,1,-1,-3,-2,-0.1,1
Cc1ccc(C)c(OCc2cc(C(=O)N3CC[C@@H]4CCCC[C@H]4C3)no2)c1,-6,4,-4,-1,-1,-2,3,-2,0.5,-3
CN(CC(=O)Nc1cccc(S(=O)(=O)N(C)c2ccccc2)c1)Cc1cccs1,1,3,6,1,-1,1,3,-8,0.5,-1
CCCOc1ccc(NC(=O)C2CC(=O)N(C)C(=Nc3cccc(OC)c3)S2)cc1 (stereo unspecified),2,1,0,1,4,-3,0,-5,0.1,-8
O=C(c1cc(-c2cccc(O)c2)on1)N1CCCC1,2,-3,3,-1,-4,2,8,2,0.0,-2
COC(=O)C1=C(C)N(Cc2ccc(Br)cc2)C(=S)NC1c1ccc(OC)cc1 (stereo unspecified),0,3,5,-1,4,1,-6,-4,-0.1,1
Cc1c(C(=O)NCCSCc2c(Cl)cccc2Cl)cccc1[N+](=O)[O-],7,5,-4,7,-5,6,5,3,-0.1,1
Cc1nn(-c2ccccc2)c2c1C(c1ccc(O)c(O)c1)N1C(=N2)C(Nc2ccccc2)=Nc2ccccc21 (stereo unspecified),-205,-157,2,0,-4,-9,1,-4,-0.8,-4
